Apoferritin bind = qHTS Assay for Identification of Novel General Anesthetics; Ferritin light chain (Equus caballus), P02791; actives 0.074% (n = 350,000); Potency, µM (titrated, usually from 77.5 µM), for inactives: at the top dose activity change, negative = displacement, most hits filed as inhibitors; apoferritin/1-aminoanthracene competitive binding, fluorescence; also: potency is read from the fitted curve at half-maximal effect; % is scaled to controls: 0 for no effect and ±100 for the full control effect; nearly all actives have a fitted effect of over 20% in size
Target sequence (P02791 2-175 limits assumed): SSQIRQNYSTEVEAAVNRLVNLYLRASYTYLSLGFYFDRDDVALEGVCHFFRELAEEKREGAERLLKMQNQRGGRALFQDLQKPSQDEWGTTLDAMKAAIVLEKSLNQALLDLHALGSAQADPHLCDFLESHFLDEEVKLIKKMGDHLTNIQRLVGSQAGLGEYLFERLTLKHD
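Concentration-response curves derived by four-parameter Hill fitting of normalized fluorescence, where compounds displaced 1-AMA from 10 uM horse apoferritin following a brief 10 min room-temperature incubation; propofol titration acted as positive control.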
D2 PAM = HTS Assay for Positive Allosteric Modulators of the Human D2 Dopamine Receptor: Primary Screen for Potentiators | D(2) dopamine receptor (Homo sapiens), P14416 | HEK293 T-REx D2, calcium flux, EC20 dopamine potentiation | potentiation, % at 10 µM | actives 0.34% (n = 340,000);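 active = potentiation over 3 SD above the plate norm, cut at about 30% in these data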; also: 0% is about no effect
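Tetracycline-induced HEK293 T-REx cells force-coupled to calcium signalling expressed D2; compounds were pin-added after a 10 s baseline, read kinetically 180 s, then an EC20 dopamine challenge followed with a further 180 s calcium read.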
RXFP1 antag = qHTS Assay for Antagonists of the Relaxin Receptor RXFP1; HEK293-RXFP1, relaxin-stimulated cAMP HTRF, 30 min; stronger effect = lower value; actives 0.59% (n = 350,000); Relaxin receptor 1 (Homo sapiens), Q9HBX9; activity change, negative = inhibition, % at 57.5 µM;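 active = activity change of -60% or lower, but not beyond a set lower limit; inconclusive = change between -60% and -40%, or beyond the set limit; inactive = change above -40%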; also: % is scaled to controls: 0 for no effect and ±100 for the full control effect
Target sequence (Q9HBX9 whole entry, looked up): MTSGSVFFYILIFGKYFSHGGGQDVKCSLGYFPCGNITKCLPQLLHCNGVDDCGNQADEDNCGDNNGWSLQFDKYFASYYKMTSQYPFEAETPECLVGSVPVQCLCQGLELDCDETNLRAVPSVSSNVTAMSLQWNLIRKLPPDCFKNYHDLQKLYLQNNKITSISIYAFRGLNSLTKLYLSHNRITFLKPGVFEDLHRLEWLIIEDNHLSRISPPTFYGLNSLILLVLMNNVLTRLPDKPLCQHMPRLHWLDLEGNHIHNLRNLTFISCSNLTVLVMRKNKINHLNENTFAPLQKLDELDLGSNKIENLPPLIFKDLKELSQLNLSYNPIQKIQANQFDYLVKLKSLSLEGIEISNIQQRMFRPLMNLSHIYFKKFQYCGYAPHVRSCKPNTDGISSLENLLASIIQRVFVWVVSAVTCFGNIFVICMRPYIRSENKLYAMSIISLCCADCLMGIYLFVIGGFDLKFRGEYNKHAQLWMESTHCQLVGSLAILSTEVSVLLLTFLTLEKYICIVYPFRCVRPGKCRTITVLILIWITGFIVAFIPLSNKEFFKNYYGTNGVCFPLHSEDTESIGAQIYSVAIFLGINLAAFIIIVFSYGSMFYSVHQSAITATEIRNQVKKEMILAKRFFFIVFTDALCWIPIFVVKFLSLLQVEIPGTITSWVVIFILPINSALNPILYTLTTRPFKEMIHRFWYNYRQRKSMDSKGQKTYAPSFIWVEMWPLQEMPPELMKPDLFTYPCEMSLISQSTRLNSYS
TRHR PAM = qHTS for Small Molecule Agonists and Allosteric Enhancers of Human TRH Receptor: Primary Screen for Enhancers; Thyrotropin-releasing hormone receptor (Homo sapiens), P34981; TRHR cells, fluo-8 calcium fluorescence, EC20 TRH enhancement; enhancement, % at 2 µM; actives 0.66% (n = 360,000); AID 493056, 2011; in the data active = enhancement above about 30%; also: 0% is about no effect
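TRHR-expressing cells loaded with fluo-8 calcium dye were read kinetically (ex 480/em 530) during compound addition, then stimulated with an EC20 of TRH (10 nM final). Enhancement of the Gq-mediated intracellular calcium response was scored.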
D1 antagonist = Antagonist of Human D 1 Dopamine Receptor: qHTS | HEK293 TREx D1 cells, calcium flux, dopamine EC80; stronger effect = lower value | AID 504652, 2011 | activity change, negative = inhibition, % at 10 µM | actives 3.2% (n = 360,000) | D(1A) dopamine receptor (Homo sapiens), P21728; in the data active = activity change below about -30%; also: % is scaled to controls: 0 for no effect and ±100 for the full control effect
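Allosteric or orthosteric antagonism assessed as attenuation of the calcium response to EC80 dopamine, added 180 s after compound, in induced HEK293 Trex D1 cells loaded with no-wash calcium dye.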
RXFP1 agonist = qHTS Assay for Agonists of the Relaxin Receptor RXFP1; AID 2676, 2010; HEK293T-RXFP1 cAMP TR-FRET, 30 min; response scale: percent of porcine relaxin response, buffer zero; Relaxin receptor 1 (Homo sapiens), Q9HBX9; Potency, µM (titrated, usually from 57.5 µM), without a hit: at the top dose activation, most hits filed as activators; actives 0.3% (n = 370,000); also: potency is read from the fitted curve at half-maximal effect; % is scaled to controls: 0 for no effect and ±100 for the full control effect; nearly all actives have a fitted effect of over 60% in size; many of its hits are not listed in these tables
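cAMP rise read by TR-FRET after 30 min, 37C compound exposure (up to 58 uM) in RXFP1-transfected HEK293 cells with Ro 20174 present. EC50 from Hill-equation fits, with 29 nM porcine relaxin as 100% and buffer as basal.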
D1 ag = Allosteric Agonists of the Human D1 Dopamine Receptor: qHTS; HEK293 T-REx D1 cells, calcium flux, agonist mode; activation, % at 2 µM; actives 1% (n = 360,000); AID 504660, 2011; in the data active = activation above about 30%; also: 0% is about no effect
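Inducible HEK293 T-REx D1 cells, force-coupled to calcium signalling, were plated at 4000 cells/well with tetracycline and held overnight at 30 C. After no-wash calcium dye loading, compound-evoked calcium rise over 180 s flagged agonists.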
D1 potentiator = Potentiators of Human D1 Dopamine Receptor: qHTS; D(1A) dopamine receptor (Homo sapiens), P21728; HEK293 TREx D1 cells, calcium flux, dopamine EC20 potentiation; potentiation, % at 10 µM; actives 0.036% (n = 360,000); in the data active = potentiation above about 30%; also: 0% is about no effect
TRHR agonist = qHTS for Small Molecule Agonists and Allosteric Enhancers of Human TRH Receptor: Primary Screen for Agonists | Thyrotropin-releasing hormone receptor (Homo sapiens), P34981 | TRHR cells, calcium flux fluo-8, FDSS agonist mode | activation, % at 2 µM | actives 0.18% (n = 360,000) | AID 493084, 2011; in the data active = activation above about 30%; also: 0% is about no effect
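TRHR-expressing cells loaded with fluo-8 calcium dye; 23 nL library compound pin-transferred, kinetic FDSS fluorescence (Ex 480/Em 530) recorded about 180 s for agonist-induced calcium release, before a 10 nM TRH EC20 addition for potentiator mode.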
Active calls of the source: *; ? = inconclusive; · = no result given; [ ] = remark or other dose. Unless noted, calls follow the shape of the dose curve; as a rule, active = well fitted curve in the direction sought with a large enough effect; inconclusive = small, poorly fitted or top-dose-only effect, or another doubt; inactive = no such curve, though single readings can be large; an effect the other way counts as inactive or inconclusive. This is a subset; count on the stated rates, not on these rows.

canonical_smiles | Apoferritin bind | D2 PAM | RXFP1 antag | TRHR PAM | D1 antagonist | RXFP1 agonist | D1 ag | D1 potentiator | TRHR agonist
Cc1ccc(N2CC(C(=O)O)CC2=O)cc1 (stereo unspecified) | -2.5% | 2.4 | -3.1 | 6.7 | 5.4 | -0.3% | 1.5 | -3.6 | -1.2
Cc1cccc(C)c1OCC(O)CNS(=O)(=O)c1ccccc1C(=O)N1CCCCC1 (stereo unspecified) | -1.0% | 16.3 | -1.6 | -0.2 | 9.8 | 1.9% | 1.7 | -5.3 | 0.0
COc1ccc(NC(=O)CCNC(=O)C2CCN(S(=O)(=O)c3ccc(F)cc3)CC2)cc1OC | 5.2% | 2.9 | -2.8 | -2.4 | 1.6 | 0.9% | 4.1 | 3.5 | 0.7
O=C(NC1CC1)c1scc2c1OCCO2 | -4.2% | -5.0 | 1.8 | 1.4 | -23.9 | 0.5% | 2.9 | -4.8 | -0.1
O=C(CSc1ncc(-c2ccccc2)[nH]1)Nc1cccc(Br)c1 | ? | -10.9 | -10.7 | -4.4 | -18.8 | -0.2% | 6.3 | -2.9 | 0.8
Cn1ccnc1Sc1nc2c(c(=O)n(C)c(=O)n2C)n1C | -13.6% | 5.2 | -1.9 | -1.8 | -8.2 | 24.5% | 0.4 | -7.4 | 1.5
CCC(=O)NC(c1ccc(C)s1)c1cc(Cl)c2cccnc2c1O (stereo unspecified) | · | · | · | 3.8 | -57.8* | · | 9.7 | -7.4 | 1.2
COc1ccccc1NS(=O)(=O)c1ccc(C(=O)N2CCCCCCC2)cc1 | · | -5.3 | 9.9 | 1.8 | -4.5 | -1.6% | 8.7 | 0.4 | 0.9
CN(CC(=O)Nc1cccc(F)c1)C(=O)/C=C/c1ccc2ccccc2n1 | -7.1% | 4.7 | -9.6 | 6.1 | 22.1 | 2.8% | 1.1 | 2.0 | -0.2
Cc1cccc(C(=O)NCCC(=O)Nc2ccc(F)c([N+](=O)[O-])c2)c1 | -10.0% | -23.1 | -1.2 | -3.2 | -18.5 | 0.6% | 4.4 | 1.9 | -0.3
COc1ccc(C(=O)/C=C(\N)C(F)(F)F)c(O)c1 | -13.6% | -8.6 | -6.2 | -3.5 | -4.4 | -0.4% | 0.1 | -0.2 | 1.2
CC12CCC(C(=O)N(c3ccc(Cl)cc3)C1=O)C2(C)C (stereo unspecified) | ? | 1.8 | 9.0 | -2.5 | -7.7 | 0.5% | 0.8 | -5.8 | -0.4

(more compounds)
canonical_smiles | Apoferritin bind | D2 PAM | RXFP1 antag | TRHR PAM | D1 antagonist | RXFP1 agonist | D1 ag | D1 potentiator | TRHR agonist
O=C(NCCNC(=O)c1cccnc1)c1ccc(Br)cc1 | -8.9% | 3.5 | -3.3 | 7.0 | -14.8 | 4.8% | 2.0 | -3.7 | 0.5
CC(C)CCNC(=O)c1c[nH]c2ccc(S(=O)(=O)N3CCOCC3)cc2c1=O | -8.8% | 17.5 | -11.1 | 9.9 | 0.4 | -0.3% | 1.9 | -5.9 | -0.2
COc1ccc(F)cc1S(=O)(=O)Nc1ccc2c(c1)OCCO2 | -10.1% | -3.0 | -16.3 | 3.0 | -4.7 | 4.6% | 4.1 | -2.0 | 0.5
COCCNC(=O)[C@H]1N2C(=O)c3ccccc3C2SC1(C)C (stereo partly specified) | 10.0% | 7.0 | -2.5 | 12.3 | -3.9 | -0.9% | 3.6 | 2.1 | -0.3
CCCc1cc(C(=O)Nc2cc(C)on2)no1 | -11.1% | · | 2.4 | 1.9 | -0.5 | 1.1% | 0.3 | 1.2 | 0.4
Cc1ccccc1NC(=O)CN1C(=O)NC(C)(CCc2ccccc2)C1=O (stereo unspecified) | ? | -15.1 | 1.1 | -5.8 | 1.7 | 1.4% | 3.3 | -2.8 | -0.2
CC1(c2ccc3noc(-c4cccc(F)c4)c3c2)OCCO1 | 2.1% | 7.7 | -20.5 | -0.6 | -21.9 | 1.1% | 3.6 | -0.7 | -0.8
COc1ccc(NC(=S)c2ccncc2)cc1 | 5.0% | -0.5 | 1.7 | 2.6 | -6.7 | 1.3% | 4.9 | 2.5 | -0.4
c1ccc(COc2cccc(CN3CCCCC3)c2)cc1 | -13.2% | -12.8 | 0.7 | 10.7 | 7.2 | 5.6% | 0.3 | 3.4 | 0.1
Cc1ccc(NC(=S)NCCN2CCOCC2)cc1 | -4.4% | -5.8 | · | -0.5 | 4.3 | 1.9% | 0.0 | 2.1 | 0.5
CCc1ccc(CN(C(=O)Nc2cccc(Cl)c2)c2ccccn2)cc1 | 101.4%[activator] | 14.4 | · | 1.7 | -18.5 | -1.0% | 31.3* | -0.1 | -1.9
CCCCCc1nnc(NC(=O)C2COc3ccccc3O2)s1 (stereo unspecified) | ? | 2.9 | -4.1 | 12.4 | 0.2 | 4.1% | 6.1 | 0.8 | 0.4

As entered above.
CCCc1cc(C(=O)Nc2cc(C)on2)no1 in RXFP1 antag = 2.4
CC1(c2ccc3noc(-c4cccc(F)c4)c3c2)OCCO1 in D2 PAM = 7.7

Further records follow:
canonical_smiles | Apoferritin bind | D2 PAM | RXFP1 antag | TRHR PAM | D1 antagonist | RXFP1 agonist | D1 ag | D1 potentiator | TRHR agonist
O=C(NC1CCCCC1)c1cc(S(=O)(=O)N2CCCC2)ccc1Cl | -2.7% | -5.0 | -3.8 | 6.5 | 0.1 | -4.9% | 0.2 | 1.9 | 0.1
COC(=O)CN1C(CN2CCOCC2)=Nc2ccc(Br)cc2C1c1ccccc1 (stereo unspecified) | -11.3% | -17.6 | -11.1 | 4.2 | -48.8* | 0.8% | 0.8 | -6.6 | 0.5
CN(C)/N=C/c1ccc([N+](=O)[O-])cc1[N+](=O)[O-] | -20.6% | 0.0 | -4.7 | -1.5 | -2.7 | 0.1% | 3.8 | -7.7 | -1.0
CC(=O)c1sc(NC(=O)COc2c(C)cc(Cl)cc2C)nc1C | -9.7% | 13.2 | · | 7.6 | 5.4 | 4.7% | 2.6 | -4.8 | -1.3
CCOC(=O)NC(=O)CSc1nnc(SCCC(=O)O)s1 | -9.6% | -0.7 | 20.4 | 5.1 | 14.0 | 2.7% | 0.4 | 7.0 | 0.1
Cc1ccnc2nc(C(=O)OCC(=O)Nc3ccc([N+](=O)[O-])cc3Br)nn12 | · | -5.4 | 4.5 | -5.3 | -0.2 | 1.2% | 0.7 | 2.0 | 3.0
Clc1ccc(-c2cc(C3CCNCC3)[nH]n2)c(Cl)c1 | -8.3% | -3.1 | -24.0 | 3.5 | -7.8 | -1.7% | 7.4 | -4.4 | 0.9
COc1ccccc1C(=O)NC1CCN(C(=O)Nc2ccc(F)cc2)CC1 | 1.6% | -1.2 | -16.3 | 2.7 | 2.0 | 2.9% | 8.4 | · | -1.4
CCOC(=O)c1ccc2cccc(C)n2c1=O | -22.3% | -1.3 | 5.7 | 1.7 | 21.1 | 2.8% | 3.3 | -0.1 | 0.2
Cc1cccc(N2CCN(C(=O)CCCSc3nc4ccccc4[nH]3)CC2)c1C | -12.3% | 4.8 | -28.7 | 2.2 | -6.6 | 2.1% | 3.6 | 0.5 | -1.7
O=C(c1snnc1-c1ccccc1)N1CCOCC1 | -3.2% | 9.1 | 0.6 | -1.6 | 3.8 | 0.5% | 1.3 | -0.7 | 0.6
Cc1cc(C)nc(SCc2nc3ccccc3n2C)n1 | -12.7% | -3.9 | -1.8 | -1.4 | 7.7 | 3.8% | 1.8 | 0.2 | 0.0

New compounds follow:
canonical_smiles | Apoferritin bind | D2 PAM | RXFP1 antag | TRHR PAM | D1 antagonist | RXFP1 agonist | D1 ag | D1 potentiator | TRHR agonist
O=C(NN1CCCCC1)c1ccc(COc2ccc(Cl)cc2)cc1 | -8.5% | 10.2 | 5.9 | 9.9 | -2.6 | 0.7% | 15.6 | -6.0 | 1.4
COc1ccc(/C=C(/NC(=O)c2ccc(Br)cc2)C(=O)N2CCOCC2)cc1 | -6.4% | 14.2 | -6.6 | -2.4 | 13.8 | 0.5% | 1.9 | -1.4 | 1.1
CN(C)c1ncc(CN2CCC(C(=O)Nc3ccc(-n4cccn4)cc3)CC2)s1 | -8.3% | -14.1 | 6.9 | 2.4 | 8.2 | -0.4% | 0.1 | -1.9 | -0.1
CN1CCN(C(=O)c2cnn(-c3cccc(Cl)c3)c2C2CCN(C(=O)OC(C)(C)C)CC2)CC1 | -9.8% | -5.0 | -12.0 | 17.0 | 4.9 | ? | 3.6 | -2.0 | 0.6
Cn1c(COc2ccc3ccccc3c2)nnc1SCC(N)=O | -11.8% | 10.3 | 1.3 | 6.4 | 3.0 | 2.9% | 0.8 | 10.4 | 0.1
Cc1c(-c2ccc(Br)cc2)[n+](=O)c2c(n1[O-])CCCC2 | -7.4% | -5.3 | 9.7 | 0.1 | -2.6 | 1.3% | 1.5 | 0.5 | 0.1
CCN(CC)CCCNC(=O)Cn1nc(-c2ccccc2)ccc1=O | -9.8% | -1.5 | -16.3 | 17.1 | -1.1 | -0.3% | 0.1 | -1.4 | 0.9
CN(Cc1ccccc1)C(=O)c1ncn(Cc2ccccc2)c1C(=O)N(C)Cc1ccccc1 | · | 3.7 | · | -1.2 | · | -0.3% | -0.8 | 7.8 | -0.3
CC(=O)NCCc1nc2cc(NC(=O)c3ccccc3C)ccc2n1C | -6.8% | 11.4 | -2.2 | 0.7 | 4.9 | 2.8% | 1.5 | -6.2 | 1.3
CC(C)C(=O)N1CCN(c2ccccc2NC(=O)COc2ccccc2)CC1 | -12.0% | 0.2 | -0.4 | -3.3 | -7.4 | -1.3% | 1.2 | 1.3 | 1.1

D1 ag: what is marked active above
| Molecule | D2 PAM | RXFP1 antag | TRHR PAM | D1 antagonist | RXFP1 agonist | D1 ag | D1 potentiator | TRHR agonist |
| --- | --- | --- | --- | --- | --- | --- | --- | --- |
| CCc1ccc(CN(C(=O)Nc2cccc(Cl)c2)c2ccccn2)cc1 | 14.4 | · | 1.7 | -18.5 | -1.0% | 31.3* | -0.1 | -1.9 |

Screens (PubChem)
